# Source: PubChem BioAssay (several laboratories)
# PLAP inhibition – inhibition of human placental alkaline phosphatase – biochemical, luminescence, HTS (AID 690). purified PLAP, luminescent substrate; higher % means a stronger effect. hit rate 0.08% among 96,000. one-dose inhibition, % at 20 µM; IC50 in µM for titrated hits; in the data active = a potency from the dose series; inactive = the rest, 99 in 100 with inhibition below about 30%; note: strong numbers were not always called active
# MRP reversal – MRP-mediated drug resistance reversal; H69AR cells + 2 uM doxorubicin, CellTiter-Glo, 72 h; differential viability (reversal), % at 10 µM; hit rate 0.04% among 85,000; AID 602;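 active = viability drop by adding the cancer drug above about 55%, with treated viability meeting a 40% cutoff, limit read from the data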;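 note: viability without doxorubicin minus viability with 2 µM doxorubicin for each compound; larger differential means the compound sensitizes cells more to doxorubicin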
# Bcl-B TR3 displacers – displacers of TR3 peptide from Bcl-B, primary screen, selectivity assay for Bfl-1 inhibitor project, biochemical, fluorescence polarization. one-dose displacement, % at 20 µM; IC50 in µM for titrated hits. hit rate 0.11% among 96,000. FP displacement of FITC-TR3 peptide from Bcl-B; higher % means a stronger effect;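 active = displacement above 50% at 20 µM plus a fluorescence interference ratio under 1.5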;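 note: plate controls were wells without compound for no effect and wells lacking Bcl-B protein for full effect; a part of the inactive calls stands beside numbers as strong as those of hits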
# IL1B NFkB pot – enhances IL-1B driven NFkB nuclear translocation | activation, % at 2 µM | hit rate 0.3% among 94,000 | HUVEC IL-1B NFkB p65 nuclear translocation imaging | AID 819;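 active = activation above 40%, about the mean plus 3 SD, also judged a hit on visual image review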;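 note: percent activation is computed from the nuclear over cytoplasmic p65 intensity ratio; values of inactives mirror those of a sister screen read the other way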
# NFkB transloc inh – blocks IL-1B driven NFkB nuclear translocation in HUVEC cells | HUVEC IL-1B NFkB p65 nuclear translocation imaging | inhibition, % at 2 µM | hit rate 0.43% among 94,000;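 active = inhibition above about 30% together with a positive call from visual inspection of the well image, limit read from the data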;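 note: nuclear over cytoplasmic p65 intensity ratio measured by imaging; 0% = IL-1B stimulated DMSO wells and 100% = unstimulated DMSO wells; values of inactives mirror those of a sister screen read the other way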
# MRP reversal cytotoxicity – second read-out of MRP reversal, no call of its own (marks repeat the call); viability, %; H69AR cells, CellTiter-Glo, 72 h; measured here: cytotoxicity without doxorubicin
# MRP reversal with doxorubicin – recorded beside MRP reversal, whose call it bears; viability, %; measured here: viability with 2 uM doxorubicin; hits give low values
# NFkB transloc inh cell count 2 µM – recorded beside NFkB transloc inh, whose call it bears; cell count; measured here: cells passing quality filter;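 raw number of nuclei counted in each imaged well without normalization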
# IL1B NFkB pot cell count 2 µM – also measured in IL1B NFkB pot; calls as there; cell count; measured here: cells passing quality filter
# Numbers without * were called inactive; · = not tested or not shown. This is a subset; rates above refer to the full screens.
SMILES,PLAP inhibition,MRP reversal,MRP reversal cytotoxicity,MRP reversal with doxorubicin,Bcl-B TR3 displacers,IL1B NFkB pot,IL1B NFkB pot cell count 2 µM,NFkB transloc inh,NFkB transloc inh cell count 2 µM
CCCSc1nc(C)c(C(C)=O)cc1C#N,-4%,19,98,79,2%,9,53,-3,184
Cc1ccc(-n2nnc3c(SCC(=O)NCc4ccco4)ncnc32)cc1,·,·,·,·,·,17,128,-17,128
Fc1ccc(-n2c(-c3ccco3)nc3nc4ccccc4nc32)cc1,5%,-12,80,92,-80%,22,211,-22,211
CCCCCCOc1ccc(N2C(=O)CC(NCCc3ccc(S(N)(=O)=O)cc3)C2=O)cc1 (configuration not stated),-6%,2,96,94,-9%,-2,67,2,67
COC(=O)Nc1nnc(Cc2ccccc2)s1,-8%,-5,97,101,-4%,4,147,-4,147
O=S(=O)(Nc1ncnc2sc3c(c12)CCC3)c1ccc(Cl)s1,-38%,-8,81,89,-13%,-1,72,1,72
COc1ccccc1NC(=O)C(C)NS(=O)(=O)c1ccc(Cl)cc1 (configuration not stated),-6%,-3,85,89,-6%,-5,163,5,163
CCN1CCN(c2c(Cl)cccc2NC(=O)c2ccc(Br)o2)CC1,-43%,-13,91,104,-7%,-3,120,3,120
CCOCCCn1c(=N)c(C(=O)NCc2ccc3c(c2)OCO3)cc2c(=O)n3cccc(C)c3nc21,-49%,-5,55,59,12%,-6,185,6,185
COc1ccc2nc(NC(=O)CN3CCN(C)CC3)sc2c1,-18%,-10,87,98,26%,7,153,-7,153
COC(=O)c1ccc(-c2cc(C(=O)O)c3cc4c(cc3n2)OCCO4)cc1,-16%,-7,81,88,-44%,9,191,-9,191
Cn1c(=O)c2cn(-c3cccc4ccccc34)cc2n(C)c1=O,10%,4,47,44,-6%,·,·,·,·
COc1cc(OC)cc(C(=O)NC(C(=O)NCCN(C)C)C23CC4CC(CC(C4)C2)C3)c1 (configuration not stated),-64%,5,67,62,0%,18,193,-18,193
Cc1cc(C)n(-c2ccn(Cc3ccc(Cl)cc3Cl)c(=O)n2)n1,8%,7,77,69,-5%,-11,126,11,126
O=C(CC(Cc1ccccc1)C(=O)O)NCCc1ccc2c(c1)OCO2 (configuration not stated),-21%,-16,84,100,-3%,5,140,-5,140
CCC1C(=O)n2nc(-c3ccccc3)cc2N=C1C (configuration not stated),·,13,82,69,·,14,107,-14,107
CCN(CC)Cc1c(O)c(Cl)cc2c(C)c(C)c(=O)oc12,15%,12,94,82,-6%,6,175,-6,175
CCCCc1ccc(NC(=O)c2c(C)noc2C)cc1,-99%,22,100,78,-38%,5,170,-4,170
COc1cc2c(cc1NC(=S)Nc1ccccc1C)oc1ccccc12,-2%,-7,99,107,-9%,8,192,-8,192
N=c1c2c3c(sc2nc2n1CCCCC2)CCCC3,·,9,84,75,·,4,89,-4,89
CCn1c2ccccc2c2cc(NS(=O)(=O)c3ccccc3C)ccc21,25%,·,·,·,-2%,26,119,-26,119
CCCNc1nc2c(c(=O)n(C)c(=O)n2C)n1CCc1ccccc1,6%,0,91,91,0%,-100,69,100*,69*
CCOC(=O)c1cnc(SC2CC(=O)N(c3ccccc3)C2=O)nc1N (configuration not stated),4%,18,89,71,7%,-7,170,7,170
CCOc1cccc(-c2nnc(SCC(=O)Nc3cc(C)ccc3OC)n2N)c1,-3%,-1,102,103,-5%,1,130,-1,130
O=C(O)CCSc1nc2ccc(Br)cc2[nH]1,-24%,2,90,89,15%,-4,168,4,168
CCN(c1ccccc1)S(=O)(=O)c1ccc(OC)c(OC)c1,15%,22,105,82,-9%,0,65,0,65
O=C1C2CC=CCC2C(=O)N1c1ccc(OCC(O)Cn2nnc3ccccc32)cc1 (configuration not stated),-19%,-15,89,103,-8%,-2,148,2,148
Cc1nc(C(F)(F)F)c(C(=O)NC(=O)Nc2ccccc2)s1,-5%,·,·,·,-14%,5,126,-5,126
CC(=O)Nc1ccc2nc(C)n(Cc3ccc(Cl)cc3)c(=O)c2c1,·,28,97,69,·,7,123,-7,123
O=C(NCc1ccco1)c1ccc2c(c1)C(=O)N(Cc1ccccc1)C2=O,-3%,10,93,83,-2%,14,108,-14,108
O=C(O)CN1C(=O)NC2NC(=O)NC21 (configuration not stated),16%,·,·,·,7%,5,181,-5,181
Cc1noc(C)c1Cc1c(Cl)cccc1Cl,-5%,·,·,·,-6%,9,194,-9,194
CN(C)c1ccc(/C=C2\SC(=S)N(Nc3ncc(C(F)(F)F)cc3Cl)C2=O)cc1,19%,11,88,77,-237%,-6,113,6,113
O=C(CCC1CCCC1)NCCCN1CCOCC1,17%,11,107,97,-1%,10,110,-10,110
CCOC(=O)c1cc2c(C(F)(F)F)cc(-c3ccccc3)nc2o1,0%,-1,87,89,-6%,-4,113,4,113
O=C(CSc1nnc(-c2cccs2)n1-c1ccccc1)N1CCOCC1,3%,27,105,77,2%,4,124,-4,124
O=C(CN1C2CCCC1CC(NC(=O)c1ccco1)C2)Nc1ccccc1C(F)(F)F (configuration not stated),·,·,·,·,·,-10,150,10,150
Cc1cc(Cl)c(S(=O)(=O)Nc2ccc3c(c2)OCCO3)cc1OCC(N)=O,-1%,3,94,91,-6%,5,150,-5,150
CCOC(=O)c1ccc2c(c1)nc(COc1ccc3ccccc3c1)n2CC,8%,-46,24,70,-3%,0,164,0,164
CCOC(=O)C(C)n1cnc2c1c(=O)[nH]c(=O)n2C (configuration not stated),·,-9,91,100,·,13,122,-13,122

# Sorted by formula weight (low to high): some entries from above.
SMILES,PLAP inhibition,MRP reversal,MRP reversal cytotoxicity,MRP reversal with doxorubicin,Bcl-B TR3 displacers,IL1B NFkB pot,IL1B NFkB pot cell count 2 µM,NFkB transloc inh,NFkB transloc inh cell count 2 µM
CCCSc1nc(C)c(C(C)=O)cc1C#N,-4%,19,98,79,2%,9,53,-3,184
Cc1noc(C)c1Cc1c(Cl)cccc1Cl,-5%,·,·,·,-6%,9,194,-9,194
Cc1nc(C(F)(F)F)c(C(=O)NC(=O)Nc2ccccc2)s1,-5%,·,·,·,-14%,5,126,-5,126
Fc1ccc(-n2c(-c3ccco3)nc3nc4ccccc4nc32)cc1,5%,-12,80,92,-80%,22,211,-22,211
COc1cc2c(cc1NC(=S)Nc1ccccc1C)oc1ccccc12,-2%,-7,99,107,-9%,8,192,-8,192
O=C1C2CC=CCC2C(=O)N1c1ccc(OCC(O)Cn2nnc3ccccc32)cc1 (configuration not stated),-19%,-15,89,103,-8%,-2,148,2,148

# Further results follow.
SMILES,PLAP inhibition,MRP reversal,MRP reversal cytotoxicity,MRP reversal with doxorubicin,Bcl-B TR3 displacers,IL1B NFkB pot,IL1B NFkB pot cell count 2 µM,NFkB transloc inh,NFkB transloc inh cell count 2 µM
CC(=O)NCCc1ccc(S(=O)(=O)Nc2cccnc2)cc1,4%,4,103,99,-5%,3,140,-3,140
CCCC(=O)Nc1ccc(S(=O)(=O)N2CCCC2)cc1,17%,7,97,89,-2%,16,172,-16,172
Cc1nc2cc(NC(=O)CSc3nc4c(C)cccc4cc3C#N)ccc2s1,4%,·,·,·,-28%,0,144,0,144
COC(=O)c1ccccc1NC(=O)CSc1nc2ccccc2c(=O)[nH]1,-12%,-1,76,77,-7%,1,132,-1,132
COc1ccc(C(=O)CSc2nnc(-c3cccs3)n2-c2ccccc2)cc1,11%,-11,46,56,10%,3,127,-3,127
CSc1nnc2c(n1)c(C)nn2-c1ccc(C)cc1,·,-16,91,108,·,8,143,-8,143
CC1=C(C(=O)NC2CCCC(C)C2C)C2(CCCCC2)OC1=O (configuration not stated),-4%,7,91,83,4%,8,56,-8,56
Cc1ccc(-c2noc(C3CCCN(C(=O)c4ccccc4)C3)n2)o1 (configuration not stated),-32%,-2,98,100,-1%,4,145,-4,145
COc1ccc(Cl)cc1NC(=O)c1c(-c2ccccc2)noc1C,9%,-5,60,65,-2%,-13,128,13,128
O=C(Nc1nc(-c2nc3ccccc3s2)cs1)c1ccc(S(=O)(=O)N2CCOCC2)cc1,-1%,-7,45,52,-10%,2,103,-2,103
Cc1ccsc1/C=C/C1=Cc2c(sc(NC(=O)CSc3n[nH]c(N)n3)c2C#N)C(C)(C)C1,-46%,-2,2,4,-11%,-1,195,1,195
CN(C(=O)C12CC3CC(CC(C3)C1)C2)C1(C)CCS(=O)(=O)C1 (configuration not stated),9%,7,91,84,-8%,2,162,-2,162
CC(C)(/C=N/O)/[N+]([O-])=C/C=[N+](\[O-])C(C)(C)/C=N/O,19%,-3,89,91,-2%,-4,164,4,164
COc1cc(C(=O)Nc2ccc(S(=O)(=O)Nc3cc(C)on3)cc2)cc(OC)c1OC,-7%,-7,98,105,4%,-6,196,6,196
COc1ccc(-c2cc(CCCC(=O)NCCc3ccc(OC)cc3OC)no2)cc1,-9%,-5,97,101,0%,8,91,-8,91
CC1=CC(C)(C)N(C(=O)CSc2nncn2C)c2ccccc21,·,4,94,90,·,6,113,-6,113
O=C(NCC1CCNCC1)c1ccncc1,·,7,95,88,·,7,104,-7,104
Cc1[nH]nc2c1C1(CCOCC1)C(C#N)=C(N)O2,-14%,-11,96,107,8%,-12,125,12,125
CNC(=O)NC1CCCc2ccccc21 (configuration not stated),0%,10,97,87,0%,17,204,-17,204
Cc1nn(C)c(C(=O)N/N=C/c2ccccc2)c1[N+](=O)[O-],13%,·,·,·,-3%,-1,153,1,153
COC(=O)c1ccc2c(c1)S(=O)(=O)NC(=NCc1ccco1)S2,6%,8,99,91,9%,20,217,-20,217
CC(=O)Nc1cccc2c1C(=O)N(c1cccc(C)c1)C2=O,·,14,104,89,·,3,92,-3,92
CC(C)CN1C(=O)NC(NC(=O)c2ccco2)(C(F)(F)F)C1=O (configuration not stated),-39%,-4,97,101,2%,2,190,-2,190

# Rewritten with bars between the fields: 2 of the compounds above.
Molecule | PLAP inhibition | MRP reversal | MRP reversal cytotoxicity | MRP reversal with doxorubicin | Bcl-B TR3 displacers | IL1B NFkB pot | IL1B NFkB pot cell count 2 µM | NFkB transloc inh | NFkB transloc inh cell count 2 µM
O=C(NCC1CCNCC1)c1ccncc1 | · | 7 | 95 | 88 | · | 7 | 104 | -7 | 104
Cc1[nH]nc2c1C1(CCOCC1)C(C#N)=C(N)O2 | -14% | -11 | 96 | 107 | 8% | -12 | 125 | 12 | 125
